UBC13 inh – UBC13 polyubiquitin chain formation inhibitors, primary screen, biochemical, TR-FRET, uHTS | inhibition, % at 20 µM | 0.47% of 330,000 active | Ubiquitin-conjugating enzyme E2 N (Homo sapiens), P61088 | AID 485273, 2010; in the data active means inhibition above about 45%, passing the limit was not always enough; inconclusive means no clear call, values can overlap the other calls
Target sequence (P61088 whole entry, looked up): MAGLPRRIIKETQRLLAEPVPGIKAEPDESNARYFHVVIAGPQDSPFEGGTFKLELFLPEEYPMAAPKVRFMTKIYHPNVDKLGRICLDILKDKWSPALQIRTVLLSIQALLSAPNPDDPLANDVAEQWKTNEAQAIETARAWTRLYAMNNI
CCR6 antagonist – CCR6 receptor antagonists, primary screen, cell-based, CHO-K1, luminescence, beta-arrestin, uHTS; CHO-K1 CCR6 PathHunter beta-arrestin, CCL20-stimulated; inhibition, % at 20 µM; 0.49% of 340,000 active; AID 493098, 2011;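 active means compounds whose inhibition of the agonist-driven luminescence signal at 20 µM reaches about 50%, limit read from the data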;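 further: cells stimulated with CCL20 at 14 nM final; plate controls were DMSO with CCL20 for no effect and DMSO without agonist for full effect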
Gli-Sufu block – Gli-Sufu pathway antagonists, primary screen, luciferase luminescence, Sufu-KO-LIGHT cells, uHTS. Sufu-KO-LIGHT fibroblasts, Gli luciferase reporter luminescence. inhibition, % at 5 µM. 0.74% of 340,000 active. AID 588413, 2011;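 active means inhibition above about 55%, limit read from the data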;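 further: 0% = DMSO-treated cells and 100% = wells with medium but no cells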
EBI2 antag – EBI2 receptor antagonists, beta-arrestin recruitment, primary screen, cell-based, luminescence, 7a,25-OHC stimulation, uHTS | 0.81% of 360,000 active | inhibition, % at 5 µM | G-protein coupled receptor 183 (Homo sapiens), P32249 | AID 651636, 2012 | 7a,25-OHC stimulated; in the data active means inhibition above about 38%;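 further: enzyme fragment complementation signal reports receptor beta-arrestin coupling in cells; 0% = agonist plus DMSO wells and 100% = wells without agonist; some results beyond the cut were filed as inactive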
Target sequence (P32249 whole entry, looked up, the tested form may be a part): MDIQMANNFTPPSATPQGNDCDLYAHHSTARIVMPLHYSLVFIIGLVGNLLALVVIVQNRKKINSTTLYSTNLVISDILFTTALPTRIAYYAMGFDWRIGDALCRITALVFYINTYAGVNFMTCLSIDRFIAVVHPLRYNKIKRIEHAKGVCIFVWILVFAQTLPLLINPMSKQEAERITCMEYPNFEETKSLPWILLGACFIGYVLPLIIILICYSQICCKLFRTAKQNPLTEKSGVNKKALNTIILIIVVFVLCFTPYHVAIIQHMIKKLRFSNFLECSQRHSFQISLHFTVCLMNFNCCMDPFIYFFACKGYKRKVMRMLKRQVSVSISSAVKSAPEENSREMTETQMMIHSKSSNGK
Apaf-1 inh – inhibitors of human Apaf-1 apoptosome, primary screen, biochemical, DEVD-Rh110 fluorescence, uHTS. Apoptotic protease-activating factor 1 (Homo sapiens), O14727. reconstituted apoptosome caspase-3 activity. inhibition, % at 20 µM. 0.71% of 330,000 active; active means inhibition of at least 40% at 20 µM;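 further: plate controls were DMSO wells for no effect and DEVD-CHO caspase inhibitor wells for full effect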
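Material: cell-free apoptosome with Apaf-1, procaspase-3 and caspase-9; Buffer or medium: Hepes pH 7.5 with detergent and BSA; Reagent: cytochrome c trigger plus (Z-DEVD)2-Rh110 caspase-3 substrate; Times: compound with Apaf-1, dATP, procaspase-3 30 min, then 50 min reaction, room temperature; Technique: Rh110 fluorescence intensity.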
Jurkat NFkB inh – inhibitors of induced NF-kB luciferase reporter, primary screen, TCR NF-kB activation inhibitor project, cell-based, luminescence, uHTS. Jurkat, PMA/ionomycin-induced NF-kB luciferase reporter. inhibition, % at 4 µM. 0.53% of 330,000 active. AID 435003, 2010
697 NFkB inh – inhibitors of PMA/ionomycin-induced NF-kB reporter, 697 cells, primary screen, B-cell NF-kB inhibitor project, cell-based, luminescence, uHTS. 697 B-cell NF-kB luciferase reporter, 16 h. inhibition, % at 4 µM. 0.33% of 330,000 active. AID 435022, 2010; in the data active means inhibition above about 35%
SENP8 block – SENP8 protease inhibitors, primary screen, biochemical, luminescence; inhibition, % at 10 µM; Sentrin-specific protease 8 (Homo sapiens), Q96LD8; 1.2% of 330,000 active; purified SENP8, Z-RLRGG-aminoluciferin cleavage
Target sequence (Q96LD8 whole entry, looked up): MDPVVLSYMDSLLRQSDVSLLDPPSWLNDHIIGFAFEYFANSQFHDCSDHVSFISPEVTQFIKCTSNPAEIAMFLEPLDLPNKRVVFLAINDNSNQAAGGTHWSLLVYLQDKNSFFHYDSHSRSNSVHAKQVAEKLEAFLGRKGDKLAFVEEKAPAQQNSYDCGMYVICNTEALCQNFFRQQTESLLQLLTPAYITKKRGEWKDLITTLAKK
* = called active by the depositor; ? = inconclusive; · = no result given. Unless noted, no stated cut-off is given here; in the data, active means inhibition above about 50%; inactive means the rest. Only part of the results is shown. The share of hits here may be higher or lower than overall.

SMILES,UBC13 inh,CCR6 antagonist,Gli-Sufu block,EBI2 antag,Apaf-1 inh,Jurkat NFkB inh,697 NFkB inh,SENP8 block
CCc1ccc(NC2=NC(C(=O)c3ccccc3)CC(=O)N2)cc1 (stereo not drawn),-3,-7,4,-7,12,7,4,1
COc1ccccc1OCc1ccc(C(=O)NCCN(C)C)o1,6,-18,-4,-3,-7,22,7,7
COCCn1c(SCC(=O)Nc2cc(C)on2)nnc1-c1ccccc1,3,7,-10,-21,5,-13,-20,7
COc1ccc(CNC(=O)c2sc3nc4c(c(C(F)(F)F)c3c2N)CCC4)cc1,7,·,·,·,16,10,16,-2
CCN(CC)CCCN=Cc1c(O)n(-c2c(C)cccc2C)c(=O)c2ccccc12,5,2,0,-2,-7,-10,0,1
CS(=O)(=O)N(CC(=O)Nc1ccc2c(c1)OCO2)c1ccc(Cl)cc1,-1,9,-16,-2,3,-12,-7,-4
CCCCNCc1cc(OCC)c(OCC)cc1Br,6,7,26,4,-6,23,-1,2
CC(C)C(C(=O)N1CCOCC1)N1C(=O)c2ccccc2C1=O (stereo not drawn),0,14,1,-10,-29,-3,-3,-1
CC(=O)N1Cc2ccccc2CC1C(=O)O (stereo not drawn),0,3,0,-2,3,-11,-6,-8
CN(c1ccccc1C(=O)Nc1cccc(Cl)c1Cl)S(C)(=O)=O,-18,-2,5,6,7,-16,16,-11
COc1ccccc1N(CC(=O)N1CCCC1)S(=O)(=O)c1cc([N+](=O)[O-])ccc1Cl,-3,1,6,-11,10,-16,4,-16
O=C(CNC(=O)c1ccccc1F)N/N=C\C=C\c1ccccc1,-11,-7,-9,1,1,10,3,0
CC(C)Oc1ccc(C2CC(=O)N(Nc3ccc([N+](=O)[O-])cc3[N+](=O)[O-])C2=O)cc1 (stereo not drawn),-15,19,·,-5,14,5,-4,-10
O=C(Cc1ccccc1)NCC(=O)N/N=C/c1ccc(C(=O)O)cc1,-12,12,-2,-17,-10,-9,-15,-8
O=C1CCCN1CCCNc1ncccc1[N+](=O)[O-],-5,11,-16,-9,-3,3,-3,0
Cc1ccc(S(=O)(=O)N2CCN(S(C)(=O)=O)C2)cc1,1,8,-16,0,-21,-6,6,-6
Cc1cccc(C)c1NC(=O)Nc1ccc(S(N)(=O)=O)cc1,-1,-4,-1,-7,-6,-2,14,2
CCOC(=O)CNC(=O)c1cnn2cccnc12,9,-2,-6,12,2,-1,10,-13
COc1ccc(NS(=O)(=O)c2ccc(C)c(C(=O)NCCCN3CCCC3=O)c2)cc1,5,-4,1,-2,-1,4,2,-6
CCOC(=O)c1ccc(NC(=O)CSc2nnc(CC)o2)cc1,-3,-2,-4,-6,11,-8,-41,-9
COc1ccc(N=C2SC(C(=O)N3CCN(c4ccccc4)CC3)CC(=O)N2C)cc1 (stereo not drawn),8,5,2,4,-2,26,-4,-1
O=C(Cn1nnc(-c2cccc(C(F)(F)F)c2)n1)N1CCCCCC1,4,15,-6,1,18,-4,11,-1
C=CCNC(=O)[C@H]1N2C(=O)c3ccccc3C2SC1(C)C (stereo partly drawn),6,-2,-21,-9,-6,-1,1,7
O=S(=O)(/N=C(/c1ccc(F)cc1)N1CCCCC1)c1ccc(Cl)cc1,19,5,3,-6,2,11,11,-1
CCC(C)[C@H](NS(=O)(=O)c1ccc(C)cc1)C(=O)N1CCC(C(=O)N[C@H](C(=O)O)c2ccccc2)CC1 (stereo partly drawn),-11,-10,4,-4,1,17,-1,-15
COc1ccc(-c2coc(CCC(=O)N3CCN(c4cc(C)ccc4C)CC3)n2)cc1,·,34,1,-2,17,·,1,·
N#Cc1ccc(OCC(O)CN2CCN(CC(O)COc3ccc(C#N)cc3)CC2)cc1 (stereo not drawn),4,-1,-12,15,3,-3,-25,-1
COc1cccc(-c2c(C(=O)N/N=C(\C)c3ccco3)nnn2-c2nonc2N)c1,-4,5,-18,-7,6,6,11,11
COCOc1ccc(/C=C2/Oc3cc(OCOC)cc(OCOC)c3C2=O)c(OCOC)c1,7,4,-1,5,-21,-6,15,4
Cc1ccc(-c2csc3nnc(SCC(=O)NCc4ccc5c(c4)OCO5)n23)cc1,-1,3,3,-1,3,-3,-1,14
O=[N+]([O-])c1ccc2nc(-c3ccccc3)oc2c1,-7,-5,-77,-10,4,-60,-65,63*
O=C(CN1CCN(c2ccccc2F)CC1)Nc1ccccc1F,-1,1,-14,-4,-13,7,23,1
COc1ccc(/C=C2\SC(=S)N(CCC(=O)Nc3cccc(C(=O)O)c3)C2=O)cc1OC,-10,13,7,-5,13,-38,-9,-2
O=C(CSC1=NS(=O)(=O)c2ccccc2N1)c1ccccc1,0,0,-21,4,3,10,-12,-4
CC(=O)N1CCCC(C(=O)c2ccc(Oc3ccccc3)cc2)C1 (stereo not drawn),2,5,-3,-9,14,-24,-34,-11
COc1cc2c(cc1OC)C1Cc3ccc(OC)c(OC)c3CN1CC2 (stereo not drawn),0,7,2,2,-3,-13,-11,-5
O=C(c1cccc(S(=O)(=O)N2CCOCC2)c1)N(CCc1ccccc1)Cc1ccccc1,-8,12,15,4,21,-1,-27,-4
COc1ccc(S(=O)(=O)N2CCCCC2)cc1NC(=S)Nc1cccc(Cl)c1C,-9,-12,-1,1,5,10,5,-15
CCOC(=O)C1(Cc2ccccc2)CCCN(Cc2ccncc2)C1 (stereo not drawn),-9,15,12,16,-2,-10,-1,-6
Nc1nc(-c2ccccc2)nn1C(=O)c1ccco1,6,-10,3,-7,-5,-3,1,1
COc1cccc(N2C(=O)c3ccncc3C2=O)c1,-17,-2,2,2,1,9,14,-7
CCOC(=O)C1=CN(Cc2cccc(F)c2)S(=O)(=O)N(C)C1c1cccc(OC)c1 (stereo not drawn),·,18,16,19,20,·,-1,·
CNC(=O)COC(=O)/C=C/c1nc2ccccc2s1,-11,9,-6,-2,7,7,-6,-9
C=CCOc1ccc2cccc(/C=N/NC(=O)c3cc4cc([N+](=O)[O-])ccc4s3)c2c1,-6,18,-4,-7,15,-12,-19,0
COc1ccc2c(c1)CC[C@@H]1[C@@H]2CC[C@]2(C)C(=O)CC[C@@H]12,-1,5,-15,-10,21,-20,-31,-9
O=C(CCCN1C(=O)C2C3C=CC(C3)C2C1=O)N1CCN(c2ccccc2)CC1 (stereo not drawn),2,24,1,0,-3,4,5,-2
S=c1nc(Cc2ccc(Cl)cc2)[nH]c2ccccc12,?,7,-7,11,-2,7,11,-3
CCOC(=O)CCS(=O)(=O)c1nc(-c2ccccc2)cc(C(F)(F)F)n1,5,34,-12,27,2,34,-140,8
Cc1cc(C)cc(C(=O)NCC(=O)OCc2cc([N+](=O)[O-])cc3c2OCOC3)c1,5,10,11,-1,-2,11,5,3
O=C(Nc1cc(Cl)c(Cl)cc1Cl)c1cccnc1,-7,4,2,-5,-5,-10,-8,-6

Other results.
SMILES,UBC13 inh,CCR6 antagonist,Gli-Sufu block,EBI2 antag,Apaf-1 inh,Jurkat NFkB inh,697 NFkB inh,SENP8 block
COC(=O)c1cc2sccc2n1Cc1ccc(C)cc1,-4,-1,0,21,1,-4,16,-11
Cc1cc(NC(=O)CCC(=O)N(CCC(C)C)CC(=O)NCC2CCCO2)no1 (stereo not drawn),5,14,-13,-10,-2,-14,11,-4
O=c1oc2ccccc2c(O)c1C=Nc1cccnc1,26,-4,5,-2,-25,4,17,-25
CCc1nnc(N2C(=N)SCC2=O)s1,-1,-2,29,-2,8,4,10,-2
OCCN=C(c1ccccc1)C12CN3CN(CN(C3)C1)C2,-4,-9,2,-1,0,4,-5,-3
Cc1ccc(NC(=O)Nc2c(C)n(C)n(-c3ccccc3)c2=O)cc1,-2,3,6,-10,-1,12,11,1
Cn1cc(C(=O)Nc2ccc(Cl)c(Cl)c2)cn1,14,-1,25,-7,7,-17,2,-4
Nc1nc(-c2cccnc2)nc(N2CCCCC2)n1,7,8,-4,8,6,-2,13,-5
CCOc1ccc2c(c1)c(N=Nc1cccc(C(=O)O)c1)c(O)n2C,-35,22,-46,-9,4,-15,-91,22
Cc1cc(C)cc(OCc2nc3ncc(Br)cc3[nH]2)c1,-2,-8,-8,2,2,49,-84,-2
C[n+]1c(/C=C/c2ccc3c(c2)OCO3)ccc2ccccc21,1,-2,12,-5,-3,-73,-86,3
Cc1ccc(C)c(OCCC(=O)OCC(=O)NC2CCS(=O)(=O)C2)c1 (stereo not drawn),5,-8,-4,-1,-13,14,10,-3
COc1ccc2[nH]c(C)c(CCNC(=S)Nc3ccc(C)cc3)c2c1,6,6,3,0,7,2,-3,-5
O=C(NCc1ccco1)c1ccc(COc2ccccc2Cl)cc1,0,0,-3,6,17,-52,2,-5
CN(C)CCCN(C(=O)c1cc(-c2cccs2)nc2ccccc12)c1nc2ccc(F)cc2s1,18,24,3,-3,25,18,14,0
O=C(N/N=C/C(Cl)=C/c1ccccc1)c1ccco1,-10,-14,-66,-10,0,-38,-69,12
CCNC(=O)c1cccc(NC(=O)C2CC(=O)N(CCc3ccccc3)C2)c1 (stereo not drawn),?,4,-5,1,-5,9,-5,-13
CNC(=O)CSc1nc2cccnc2n1C1CCCCC1,-3,18,1,8,-16,-3,5,3
Cn1cc(S(=O)(=O)N2CCc3ccccc32)cc1C(=O)NC(C)(C)C,4,14,61*,-7,3,37,19,1
COc1cccc(OC)c1C1=CC(=O)C[C@H](c2ccc3c(c2)OCO3)C1,-11,9,4,6,17,-5,-11,0
O=C1Nc2ccccc2C12OCCS2 (stereo not drawn),-4,·,·,·,2,-1,4,-6
Cc1ccccc1OCC(=O)OCC(=O)c1ccc[nH]1,-3,5,·,7,1,10,-12,-13
OCCN1C2=NCCCN2c2ccccc21,0,-4,0,-14,2,-44,-88,2
COCc1cc(OC)nc(-c2csc(C)n2)n1,4,4,1,-3,-15,9,0,9
CCCNC(=O)COC(=O)c1ccccc1C(=O)c1ccc(Cl)c([N+](=O)[O-])c1,7,15,-4,36,-1,1,-1,-6
COc1ccc(CCNC(=O)c2ccc3c(c2)NC(=O)C(C(C)C)N3)cc1OC (stereo not drawn),-2,-1,24,-10,-2,5,15,7
Cc1nc(N)sc1C(=O)N/N=C/c1ccc([N+](=O)[O-])cc1,36,1,-17,-3,-11,-11,0,-12
COc1cc(C(Nc2ccc(S(=O)(=O)NCC3CCCO3)cc2)C(=O)NC(C)(C)C)cc(OC)c1OC (stereo not drawn),-1,0,4,-4,-15,7,20,0
